IEC-6 tox: cytotoxicity in IEC-6 intestinal epithelial cells, primary screen, cytotoxicity control for KLF5 inhibitor project, cell-based, luminescence. IEC-6 cytotoxicity, luminescence viability. 290,000 tested, 0.78% active. inhibition, % at 5 µM. AID 1825, 2009; in the data active = inhibition above about 22%;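 also: 0% = plate median of test compound wells and 100% = cytotoxic reference compound wells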
HIF act: HIF pathway transcriptional activators, primary screen, cell-based, U2OS HRE-luciferase, luminescence. activation, % at 7.5 µM (by protocol). 300,000 tested, 0.32% active. U2OS HRE-luciferase reporter; normalized: DMSO 0%, desferrioxamine 100%. AID 1910, 2009;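 active = mean activation of at least 10% of the iron chelator positive control signal, with at least half of replicates also reaching 10%; inconclusive = mean and replicate majority disagree about reaching 10%; inactive = mean and most replicates under 10%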
AI-2 QS modul: Vibrio harveyi AI-2 quorum sensing modulators, primary screen, JMH597 strain, luminescence/OD600 ratio; activity change, % at 7.5 µM; Vibrio harveyi JMH597 AI-2 luminescence/OD600 ratio, 9 h; hits give low values; strain lacks LuxN and CqsS sensors; 0 = neutral-control median; 300,000 tested, 0.4% active; in the data active = activity change below about -75%, passing the limit was not always enough; inconclusive = no clear call, values can overlap the other calls;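 also: luminescence divided by OD600 gain over 9 h not by final OD600 alone; inactives centre near 13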
HSP90 refold inh: HSP90 inhibitors, primary screen, cell lysate, luminescence; Rabbit reticulocyte lysate, luciferase refolding luminescence, 3 h; inhibition, % at 5.6 µM; 290,000 tested, 0.91% active;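 active = inhibition above the screen-wide mean plus 3 SD, computed separately per campaign, cut at about 16% in these data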;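 also: 0% = DMSO wells and 100% = 60 µM geldanamycin wells; inhibitors lower the luminescence because luciferase stays unfolded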
HSF-1 act: HSF-1 activators, primary screen, NIH3T3-HGL cells, MG132 stress, luminescence, single point | 300,000 tested, 1.7% active | NIH3T3-HGL HSF-1 luciferase reporter, 8 h; 100% = twice DMSO control signal | AID 504408, 2011 | activation, % at 9 µM;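 active = mean replicate activation of at least 50% with a set share of replicates each reaching 50%; inconclusive = only one of those two conditions met; inactive = mean below 50% and too few replicates reaching it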;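 also: 0% = median of the neutral control wells and 100% = twice that signal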
KLF5 inhibitor: KLF5 expression inhibitors, primary screen, DLD-1 cells, luminescence. inhibition, % at 5 µM. 290,000 tested, 0.23% active. AID 1700, 2009. DLD-1 KLF5 promoter-luciferase reporter;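 active = inhibition above a per-plate limit of that plate's mean compound inhibition plus 3 SD, cut at about 60% in these data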;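 also: 0% = DMSO wells and 100% = LY294002 at 200 µM; higher means less KLF5 promoter-driven luciferase light; inactives centre near -14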
Platelet DG rel: inhibitors of platelet dense granule secretion, primary screen, cell-based, MLPCN, human platelets; human platelet-rich plasma, SFLLRN dense granule ATP release, luminescence; inhibition, %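 (compounds screened at 7.5 µM in platelet-rich plasma)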; 300,000 tested, 0.22% active; AID 1663, 2009;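 active = mean replicate score, as percent of positive control, at or above 50; inconclusive = mean below 50 but at least one replicate at or above 50; inactive = mean and every replicate below 50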
SKKanGAS inh: S. pyogenes SKKanGAS growth inhibitors in kanamycin, primary screen, streptokinase expression inhibitor project, SKKanGAS strain, BacTiter-Glo luminescence; 300,000 tested, 1.3% active; inhibition, % at 7.5 µM; 6 h; AID 1662, 2009;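 active = mean replicate score, as percent of positive control median, at least 50; inconclusive = mean below 50 but one replicate at or above 50; inactive = mean and every replicate below 50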;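 also: strain carries kanamycin resistance gene driven by streptokinase promoter and grows in 40 µg/ml kanamycin; loss of luminescence reflects streptokinase promoter inhibition or plain growth inhibition; 0% = median of DMSO wells and 100% = positive control at its reference dose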
HSF1 inhib: HSF1 inhibitors in luciferase reporter cells, primary screen, cell-based, NIH3T3, luminescence. NIH3T3-HGL HSE-luciferase, MG132-induced, luminescence 8 h; hits give low values. activity change, negative = inhibition, % at 7.5 µM (by protocol). 300,000 tested, 0.77% active;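 active = more than half of replicate wells show activity change below -50%, luminescence cut by over half; inconclusive = some wells, but at most half, below -50%; inactive = no replicate well below -50%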;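 also: luciferase reports HSF-1 transcriptional activity via heat shock element; 0% = median of DMSO wells and -100% = zero luminescence signal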
aSyn UTR inh: MLPCN primary screen, SNCA 5' untranslated region | alpha-synuclein 5'UTR reporter, inhibitor activity | inhibition, % (tested at 7.5 µM) | 300,000 tested, 0.82% active; in the data active = inhibition above about 60%; inconclusive = no clear call, values can overlap the other calls;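 also: H4 neuroglioblastoma cells stably carrying SNCA 5'UTR luciferase fusion; 0% = DMSO wells and 100% = positive control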
* hit, by the source's call; ? = inconclusive; / = no result given; & = joins results of further samples.

Results follow in this order: IEC-6 tox	HIF act	AI-2 QS modul	HSP90 refold inh	HSF-1 act	KLF5 inhibitor	Platelet DG rel	SKKanGAS inh	HSF1 inhib	aSyn UTR inh
COc1ccccc1N(C(=O)NCc1ccccc1)C1=NCC(C)S1 (configuration not stated)
 : 2	-0.4	3	1	11	-30	13	0	2	-11
c1ccc(-c2nc(CSc3nnc(-c4cccs4)o3)cs2)cc1
 : -1	0.2	12	-2	2	-37	-3	-13	-3	-33
O=C(Nc1cnn(Cc2ccccc2)c1)c1cc2nc(-c3ccco3)cc(C(F)(F)F)n2n1
 : -5	0.0	27	-1	-6	-9	16	14	1	5
COC(=O)c1ccc(CSc2nnc(Nc3ccc(OC)cc3)s2)o1
 : 4	0.2	21	-1	8	-26	-1	1	4	11
C=CCc1ccccc1OCC(=O)NNC(=S)NCc1ccccc1
 : 0	0.4	17	2	-9	-51	-5	7	3	7
CCOC(=O)C1=C(C)NC(=O)NC1c1ccc(C)o1 (configuration not stated)
 : 6	-0.2	29	-2	-4	-25	9	-3	-2	4
COc1ccc(-c2nnc(SCC(=O)c3ccc(C)o3)o2)cc1
 : 3	0.6	25	-3	17	-9	-2	-6	22	-17
Cc1cc(C)n2c(SCC(=O)N(CC(C)C)c3c(N)n(CC(C)C)c(=O)[nH]c3=O)nnc2n1
 : 2	-0.8	9	-3	44	-26	1	1	6	20
O=C(Nc1ccccc1O)/C(=C\c1ccccc1)NC(=O)c1ccccc1
 : 0	-0.2	42	-3	27	-38	2	/	20	6
O=C(Nc1ccccc1)c1ccccc1C(=O)N1CCCCC1
 : 3	-0.8	-15	-3	/	-27	-2	-4	/	10
CN(C)[C@@H]1CCC[C@H]1OC(=O)C(c1ccccc1)c1ccccc1
 : 4	0.2	-1	-1	-7	-2	0	1	-4	-6
O=C(c1csc2c1CCCC2)N1CCN(c2ccc(F)cc2)CC1
 : 0	-0.8	24	2	-4	-8	1	10	-4	-28
CC(C)OCCCNC(=O)c1ccc2c(c1)ncn2C1CCCC1
 : 3	0.2	-3	-3	14	-7	6	-6	-5	3
O=C(Oc1c(Br)cc(C(=S)N2CCOCC2)cc1Br)c1ccc(Cl)cc1
 : -1	1.2	3	3	-1	-14	2	4	-6	-3
C/C(=N\NC(=O)c1cccc([N+](=O)[O-])c1)c1cccc(NC(=O)C2CC2)c1
 : -5	-0.1	3	-3	-19	-21	-10	7	-2	-4
O=C(CC12CC3CC(CC(Br)(C3)C1)C2)Nc1cccc(S(=O)(=O)NC2=NCCC2)c1
 : 0	0.0	11	2	10	-9	2	1	0	22
COc1cccc(CNC(=O)c2ccccc2NC(=O)C2=C(C)OCCS2)c1
 : -11	0.0	16	0	7	-8	-10	-3	5	7
COc1cc(C)c(Br)cc1S(=O)(=O)N1CCOCC1
 : 2	-0.7	7	-4	5	-5	4	-4	-5	24
CSc1cccc(NC(=O)CNC(=O)c2ccc3c(c2)OCO3)c1
 : /	-0.3	20	/	-14	/	-2	9	1	-3
Cc1ccc(C(=O)C(OC(=O)CN2C(=O)c3ccccc3C2=O)c2ccccc2)cc1C (configuration not stated)
 : 5	0.0	15	-1	6	0	12	6	7	11
COc1ccc(CC(NC(C)=O)C(=O)NC2CCN(c3ncccc3[N+](=O)[O-])CC2)cc1 (configuration not stated)
 : 0	-0.8	11	0	-4	-6	-3	-8	-7	-11
COc1ccc(C(=O)N(Cc2ccccc2)c2cccc(C)c2)cc1S(=O)(=O)N1CCOCC1
 : /	-0.8	14	/	19	/	0	-1	5	13
O=C(NCc1ccc(Cl)cc1Cl)C1CC(=O)N(Cc2ccccc2)C1 (configuration not stated)
 : 3	-0.7	-3	0	15	2	0	-14	-1	-6
COc1cc(Cl)c(C)cc1NC(=O)COC(=O)C(NS(=O)(=O)c1ccc(Cl)cc1)C(C)O (configuration not stated)
 : 6	-0.3	11	-1	?	-53	1	25	15	22
FC(F)(F)c1cccc(NC(=S)NCC2COc3ccccc3O2)c1 (configuration not stated)
 : -5	-0.1	-1	0	26	-13	-2	2	6	-14
O=C(CN(C(=O)CCC(=O)Nc1nccs1)c1cccc(F)c1)NCc1ccc2c(c1)OCO2
 : -1	-0.1	7	0	-4	0	-10	1	-3	13
C/C(=N\Nc1nc(N2CCOCC2)nc(N2CCOCC2)n1)c1ccc([N+](=O)[O-])cc1
 : -4	0.4	6	5	0	-17	3	8	-3	4
O=C(CSc1ccc(Cl)cc1)N1CCN(c2ccc([N+](=O)[O-])cc2Cl)CC1
 : 2	-5.7	22	5	15	-27	-2	12	11	4
O=C1Nc2ccc(S(=O)(=O)N3CCCCCC3)c3cccc1c23
 : 14	-0.6	17	1	19	-10	16	6	1	30
O=C(CC1CCCC1)OCn1nnc2ccccc2c1=O
 : 1	-0.2	0	12	10	-21	0	3	8	22
CCOC(=O)CN1C(=O)N(CC)C(C)=C(C(=O)OC)[C@@H]1c1ccccc1
 : /	-2.9	15	/	4	/	-1	0	-2	-6
Nc1c(C(=O)NC2CCCC2)c2nc3ccccc3nc2n1/N=C/c1cccnc1
 : /	0.0	18	/	-7	/	-2	6	-5	-2
O=C(Cn1cc([N+](=O)[O-])cn1)Nc1ccn(Cc2c(F)c(F)cc(F)c2F)n1
 : 2	0.0	2	1	1	1	-8	-7	-3	5
Cc1ccc(S(=O)(=O)NCc2cccnc2)cc1
 : -2	-1.1	11	-1	10	0	-2	3	-4	-9
CCOC(=O)c1sc(N(Cc2ccccc2)C(=O)CN2C(=O)CN(C)C2=O)nc1C
 : 0	-0.2	16	1	-8	4	2	4	4	-5
COc1ccc(OC)c(NC(=O)CCc2c[nH]c3ccccc23)c1
 : 6	-1.1	/	0	17	-5	4	0	4	-24
O=C(NN(c1ccccc1)c1ccccc1)c1ccc([N+](=O)[O-])o1
 : 27*	2.1	24	-1	48	-7	-5	23	35	-83
CO/N=C1\CCn2c1c(C)c1ccccc12
 : -10	0.2	9	0	7	-16	-30	-3	-8	-9
CCOC(=O)C1=C(c2ccc(O)cc2)NC(=O)NC1C (configuration not stated)
 : /	0.0	19	/	-2	/	-2	-1	-1	-14
CC(C)C(C(=O)NCC1CCCO1)N(C(=O)CNS(=O)(=O)c1ccccc1)c1ccc(F)cc1 (configuration not stated)
 : 2	-24	12	-1	12	-9	-6	9	4	5
O=S(=O)(Nc1ccc(F)cc1)N1CCOCC1
 : -6	-0.3	-6	1	7	0	-3	-4	2	-22
CC(OC(=O)c1nn(C)c(=O)c2ccccc12)C(=O)NCc1ccc2c(c1)OCO2 (configuration not stated)
 : -4	0.1	20	-4	7	1	-1	10	1	14
Cc1cc(C)cc(NC(=O)CCN2CCOCC2)c1
 : 1	-0.8	22	-5	7	-18	0	3	-5	-20
Cc1ccc(C(=O)N2CCN(c3ccc(N4CCOCC4)nn3)CC2)cc1
 : /	0.3	16	/	-7	/	2	-8	-1	12
CCC(C)N1CCCCC1C(=O)Nc1c(C)cc(C)cc1C (configuration not stated)
 : -8	-0.2	28	-2	14	-34	1	-5	-3	-1
COc1ccc(S(=O)(=O)NCCCn2ccnc2)cc1Cl
 : -2	-0.3	9	0	-2	-26	-1	-4	-8	8
Cc1cccc(C(=O)Nc2nnc(-c3cccnc3)o2)c1
 : 2	-0.2	37	1	-26	-33	3	9	-14	-40
CCOC(=O)c1cnc2c(OC)cccc2c1N1CC(C)CC(C)C1 (configuration not stated)
 : -3	-0.5	3	2	-3	-9	-4	25	6	37
Cc1ccc(OCC(=O)NNC(=O)C(=O)N2CCCC2)c(C)c1
 : -8	-0.6	25	2	21	-6	-38	-13	3	-17
CCCCC1(C)OC(=O)C(=Cc2ccc(N(C)C)cc2)C(=O)O1 (configuration not stated)
 : 4	-0.3	12	-3	-9	-35	-5	0	-1	10

Next structures follow:
Results follow in this order: IEC-6 tox	HIF act	AI-2 QS modul	HSP90 refold inh	HSF-1 act	KLF5 inhibitor	Platelet DG rel	SKKanGAS inh	HSF1 inhib	aSyn UTR inh
CCN1CCCC1Cn1cnc2c([nH]c3ccc(Cl)cc32)c1=O (configuration not stated)
 : 0	0.1	10	-5	-13	-23	-9	-1	1	18
CCCC1C(c2ccco2)NC(c2ccco2)CC1(C)O (configuration not stated)
 : -1	-0.2	20	-2	/	-16	0	1	/	13
Cc1nn(C(C)C(=O)NCCCN2CCCC2)c(=O)c2nn(-c3ccccc3)c(C)c12 (configuration not stated)
 : 3	-1.0	7	3	-4	-11	5	0	-1	6
COc1ccc(N2C(=O)NC3CC2(C)Oc2ccccc23)cc1 (configuration not stated)
 : -3	-0.4	4	1	-14	9	-14	-3	-3	4
C/C(=N/NC(=O)CSc1ccccn1)c1ccc([N+](=O)[O-])cc1
 : 5	-0.1	15	-3	11	-45	-1	3	2	-2
Cc1c(Cl)cccc1N1C(=O)CC(NNC(=O)c2cccnc2)C1=O (configuration not stated)
 : 2	0.3	17	-1	-2	7	-5	7	1	-11
C=CCNC(=O)c1ccc(Sc2ccc(C)cc2)c([N+](=O)[O-])c1
 : 9	-1.0	11	-1	14	-2	5	5	3	53
CC(=O)c1ccc(Oc2nc3c(c(=O)n(C)c(=O)n3C)n2C)cc1
 : -4	-0.2	11	4	-18	0	-36	0	-4	-2
COc1ccc(NC(C)=O)cc1NC(=O)CN1CCN(CC(=O)Nc2ccc(Cl)cc2)CC1
 : -1	/	20	-4	/	-23	/	0	/	/
Cc1cc(C)nc(N2CCCC(C(=O)NCc3cccc(C(F)(F)F)c3)C2)n1 (configuration not stated)
 : -2	0.1	0	-5	-3	-16	7	-2	1	-4
Cc1ccc(S(=O)(=O)N2CC(=O)Nc3ccccc32)cc1C
 : 0	-0.2	12	0	-18	-23	-9	2	-3	15
CC(=O)N1c2ccccc2CCc2ccc(N)cc21
 : 0	-2.6	25	1	4	-39	-7	11	7	-6
O=[N+]([O-])c1ccc(SCCc2ccncc2)cc1
 : 0&-8	0.3&-0.1	-5&-10	1&-3	17&-59	-33&-29	-4&9	2&-5	8&-45	18&17
CC1(c2nnc(-c3ccncc3)o2)CC(c2ccc([N+](=O)[O-])cc2)=NO1 (configuration not stated)
 : /	-2.1	20	/	6	/	4	5	1	-7
CCOC(=O)c1cn(-c2ccccc2)nc1-c1ccncc1
 : -3	-0.3	29	-2	/	12	-2	/	/	23
Cc1ccc(SCCNS(=O)(=O)c2ccc(F)cc2)cc1
 : 3	-0.3	-94*	1	10	0	1	1	-6	8
CCn1nc(C)c(CN2CCc3c([nH]c4ccccc34)C2c2ccc(F)c(OC)c2)c1C (configuration not stated)
 : 4	0.2	17	-3	1	-10	0	10	8	-8
COc1ccc(-c2csc(C3=C(O)CN(Cc4ccc(S(N)(=O)=O)cc4)C3=N)n2)cc1OC
 : -3	0.0	10	-1	-3	-11	-38	-10	2	11

High-throughput results as filed in PubChem.
